High-throughput results (PubChem)
NTR1 agonist – agonists of NTR1, primary screen, imaging, U2OS cells, beta-arrestin-GFP, high content (AID 493036); P30989; hit rate 0.17% among 330,000; NTR1-U2OS beta-arrestin-GFP spot imaging, agonist mode; activation, % at 20 µM;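 active = activation at or above 40% of the spot to cytoplasm intensity ratio, with at least 20 cells analyzed; inconclusive = wells under 20 cells, flagged as cytotoxic or low count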;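 also: 0% = DMSO without peptide and 100% = 100 nM NTR1 peptide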
Target sequence (P30989 whole entry, looked up): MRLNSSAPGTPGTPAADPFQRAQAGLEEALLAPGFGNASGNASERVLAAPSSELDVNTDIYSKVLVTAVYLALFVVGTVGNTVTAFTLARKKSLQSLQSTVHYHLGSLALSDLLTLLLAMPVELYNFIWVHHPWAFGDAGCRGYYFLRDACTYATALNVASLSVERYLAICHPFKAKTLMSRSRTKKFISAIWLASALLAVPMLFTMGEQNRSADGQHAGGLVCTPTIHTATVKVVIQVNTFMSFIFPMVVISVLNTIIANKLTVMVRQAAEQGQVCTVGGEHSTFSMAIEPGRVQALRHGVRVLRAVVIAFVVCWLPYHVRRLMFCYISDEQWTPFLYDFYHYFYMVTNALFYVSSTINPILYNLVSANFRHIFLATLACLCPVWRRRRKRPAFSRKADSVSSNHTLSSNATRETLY
GPR35 arrestin U2OS – GPR35 antagonists blocking zaprinast-driven arrestin recruitment, primary screen, imaging, U2OS, beta-arrestin-GFP, zaprinast agonist (AID 2058); U2OS GPR35 beta-arrestin-GFP translocation imaging, zaprinast antagonism; higher % means a stronger effect; inhibition, % at 10 µM; hits with a dose series show IC50 in µM; hit rate 0.052% among 290,000;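 active = inhibition of at least 50% with at least 30 cells and total cytoplasm GFP at most 10,000,000; inconclusive = under 30 cells or total GFP of 10,000,000 plus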
NOD1 NF-kB reporter – NOD1 signaling inhibitors, primary screen, cell-based, luminescence, uHTS (AID 1578). NOD1-driven NF-kB luciferase reporter cells, luminescence; higher % means a stronger effect. hit rate 1% among 290,000. inhibition, % at 4 µM; hits with a dose series show EC50 in µM; in the data active = inhibition mostly above about 36%, no sharp cut-off; inactive = mostly below about 34%;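 also: HEK-293T reporter cells stimulated with the NOD1 agonist gamma-tri-DAP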
KOR beta-arrestin-1 – kappa opioid receptor activators – cell-based, luminescence, uHTS, primary screen (AID 1777). KOR beta-arrestin recruitment, luminescence; higher % means a stronger effect. one-dose activation, % at 10 µM; EC50 in µM for titrated hits. hit rate 0.02% among 280,000; in the data active = activation above about 50%, passing the limit was not always enough; also: a part of the inactive calls stands beside numbers as strong as those of hits
K1F lysis inhibition – protection from phage-mediated lysis, alamar blue read-out – E. coli UTI89, K1F phage, bacterial capsule biogenesis inhibitors (AID 488966); E. coli UTI89 K1F phage lysis, alamar blue, 2 h; higher % means a stronger effect; inhibition, % at 100 µM; hits with a dose series show IC50 in µM; hit rate 0.02% among 340,000;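 active = phage lysis inhibition, versus mean bacterial control, above a set limit; inconclusive = no clear call, values can overlap the other calls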;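 also: capsule biogenesis inhibitors block K1F phage lysis so surviving cells raise fluorescence; higher fluorescence means more inhibition of phage lysis; actives were called in the ten point dose series up to 300 µM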
GPR55 activation – selective activators of receptor GPR55 – imaging, U2OS cells, beta-arrestin-GFP redistribution, primary screen (AID 1961); U2OS GPR55 beta-arrestin-GFP redistribution imaging; higher % means a stronger effect; activation, % at 10 µM; hits with a dose series show EC50 in µM; hit rate 0.048% among 290,000;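 active = activation above 40% with more than 50 cells counted in the well; inconclusive = wells holding fewer than 50 cells, flagged as toxic or sparse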;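 also: U2OS osteosarcoma cells stably expressing GPR55 and beta-arrestin-GFP; plate controls were DMSO negative control for no effect and LPI positive control for full effect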
Rac1 GTP hydrolysis – MgcRacGAP GTPase-activating activity inhibitors, confirmation, biochemical, ADP Hunter fluorescence; MgcRacGAP-stimulated Rac1 GTP hydrolysis, ADP Hunter fluorescence; higher % means a stronger effect; GST-tagged Rac1 F28L mutant substrate; inhibition, % at 30 µM; hits with a dose series show IC50 in µM; hit rate 0.6% among 340,000; AID 624330;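 active = first-screen hits whose inhibition reached a set limit at any dose in the follow-up dose series; inconclusive = inhibition above the set first-screen limit but never retested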;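 also: fluorescence reports GDP produced by GAP-driven GTP hydrolysis; strong numbers were not always called active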
KOR beta-arrestin-2 – KOR antagonists, beta-arrestin recruitment, cell-based, luminescence, uHTS (AID 1778); KOR beta-arrestin recruitment, luminescence, antagonist mode; higher % means a stronger effect; one-dose inhibition, % at 10 µM; IC50 in µM for titrated hits; hit rate 0.091% among 290,000; in the data active = inhibition above about 50%; also: strong numbers were not always called active
GPR55 antagonists – inhibition of LPI-stimulated GPR55 beta-arrestin translocation – imaging, U2OS, beta-arrestin-GFP, LPI agonist, primary screen (AID 2013). inhibition, % at 10 µM, or IC50 in µM where a hit was titrated. hit rate 0.13% among 290,000. U2OS GPR55 beta-arrestin-GFP translocation imaging, LPI antagonism; higher % means a stronger effect;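 active = spots per cell inhibited over 60%, with over 100 cells counted and total cytoplasm intensity under 500,000; inconclusive = wells with under 100 cells, flagged as likely toxic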;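 also: U2OS cells stably carrying GPR55 and arrestin-GFP stimulated by 5 µM LPI near EC80; imaged beta-arrestin-GFP aggregate spots per cell after agonist stimulation; plate controls were LPI-stimulated DMSO wells for no effect and DMSO wells without LPI for full effect; some results filed as inactive read as strong as hits; confirmed hits need IC50 under 10 µM and bright autofluorescent wells are also inconclusive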
NTR1 agonist cell count 20 µM – second read-out of NTR1 agonist, no call of its own (marks repeat the call); cell count; measured here: cell count, cytotoxicity flag
An asterisk follows results filed as active; [ ] = dose if it differs, or a comment. Some of the compounds tested, so the mix of outcomes need not match the whole.

How did Cc1ccc(SC(c2ccccc2)C(Cn2cncn2)C(=O)c2ccccc2)cc1 (stereo not given) do in these assays?
NTR1 agonist: 1.1; GPR35 arrestin U2OS: -10.5%; NOD1 NF-kB reporter: -0.4%; KOR beta-arrestin-1: -4.7%; K1F lysis inhibition: 1.1%; GPR55 activation: -0.1%; Rac1 GTP hydrolysis: 7.7%; KOR beta-arrestin-2: 2.0%; GPR55 antagonists: 5.6%; NTR1 agonist cell count 20 µM: 42

What do the screens show for `CCCN1CCN(C(=O)c2cccc3c2C(=O)N(CCOC)C3)CC1`?
NTR1 agonist: -0.3; GPR35 arrestin U2OS: 20.4%; NOD1 NF-kB reporter: -9.8%; KOR beta-arrestin-1: 4.6%; K1F lysis inhibition: -0.4%; GPR55 activation: 0.6%; Rac1 GTP hydrolysis: 4.0%; KOR beta-arrestin-2: -16.8%; GPR55 antagonists: -0.8%; NTR1 agonist cell count 20 µM: 72

Results for CC1c2nc3ccccc3n2C(CC(=O)NC2CC2)C(=O)N1Cc1ccccc1 (stereo not given) ?
NTR1 agonist: -0.1; GPR35 arrestin U2OS: -8.1%; NOD1 NF-kB reporter: -16.5%; K1F lysis inhibition: 0.2%; GPR55 activation: 0.0%; Rac1 GTP hydrolysis: 14.1%; GPR55 antagonists: -2.9%; NTR1 agonist cell count 20 µM: 85

How did O=C(/C=C/c1c(Cl)nc2ccccn12)N1CCN(c2ccc(F)cc2)CC1 do in these assays?
NTR1 agonist: 2.2; GPR35 arrestin U2OS: -18.3%; NOD1 NF-kB reporter: -37.4%; KOR beta-arrestin-1: 0.1%; K1F lysis inhibition: 0.7%; GPR55 activation: -0.7%; Rac1 GTP hydrolysis: 15.4%; KOR beta-arrestin-2: -26.6%; GPR55 antagonists: -6.4%; NTR1 agonist cell count 20 µM: 82

How did O=C(O)/C=C/c1ccc(S(=O)(=O)Nc2ccc(OCc3ccccc3)cc2)cc1 do in these assays?
NTR1 agonist: -1.9; GPR35 arrestin U2OS: -4.7%; NOD1 NF-kB reporter: -6.7%; KOR beta-arrestin-1: 0.2%; K1F lysis inhibition: 0.0%; GPR55 activation: -1.9%; Rac1 GTP hydrolysis: 11.9%; KOR beta-arrestin-2: 20.4%; GPR55 antagonists: -8.6%; NTR1 agonist cell count 20 µM: 53

How did COc1ccc(C(=O)NCc2nnc(SCC(=O)N3CCc4ccccc43)o2)cc1OC do in these assays?
NTR1 agonist: 1.5; GPR35 arrestin U2OS: -4.8%; NOD1 NF-kB reporter: -5.3%; KOR beta-arrestin-1: -1.5%; K1F lysis inhibition: 1.4%; GPR55 activation: -0.1%; Rac1 GTP hydrolysis: 1.3%; KOR beta-arrestin-2: -13.2%; GPR55 antagonists: 6.4%; NTR1 agonist cell count 20 µM: 96

What do the screens show for `COCCNC(=S)N1CCN(S(C)(=O)=O)CC1`?
NTR1 agonist: 0.4; GPR35 arrestin U2OS: -4.3%; NOD1 NF-kB reporter: -18.7%; KOR beta-arrestin-1: -2.7%; K1F lysis inhibition: 0.7%; GPR55 activation: 0.1%; Rac1 GTP hydrolysis: 4.3%; KOR beta-arrestin-2: 1.4%; GPR55 antagonists: 7.7%; NTR1 agonist cell count 20 µM: 51

What do the screens show for `CC(C)C[C@@H](CSc1ccccc1)N1CCN(CC(C)C)CCC1=O`?
NTR1 agonist: -1.8; GPR35 arrestin U2OS: -3.7%; NOD1 NF-kB reporter: -37.6%; K1F lysis inhibition: 0.8%; Rac1 GTP hydrolysis: 7.5%; KOR beta-arrestin-2: -5.9%[20 µM]; GPR55 antagonists: inconclusive; NTR1 agonist cell count 20 µM: 65

How did CC[n+]1ccccc1/C=C/c1ccc(N(C)C)cc1 do in these assays?
GPR35 arrestin U2OS: -10.4%; NOD1 NF-kB reporter: 40.5%; KOR beta-arrestin-1: -0.7%; K1F lysis inhibition: 0.0%; GPR55 activation: 0.1%; Rac1 GTP hydrolysis: 10.2%; KOR beta-arrestin-2: -30.5%; GPR55 antagonists: -9.6%

What do the screens show for `CCSc1nnc(-c2cccnc2)n1Cc1ccco1`?
NTR1 agonist: -0.6; GPR35 arrestin U2OS: 2.7%; NOD1 NF-kB reporter: -26.8%; KOR beta-arrestin-1: 1.8%; K1F lysis inhibition: 3.1%; GPR55 activation: -0.1%; Rac1 GTP hydrolysis: 8.7%; KOR beta-arrestin-2: 13.6%; GPR55 antagonists: 12.6%; NTR1 agonist cell count 20 µM: 73

What do the screens show for `O=C(CCN1C(=O)/C(=C/c2ccc(Cl)cc2)SC1=S)Nc1cccc(C(=O)O)c1`?
NTR1 agonist: 1.4; GPR35 arrestin U2OS: 1.5%; NOD1 NF-kB reporter: -20.2%; KOR beta-arrestin-1: 1.1%; K1F lysis inhibition: 0.1%; GPR55 activation: -0.1%; KOR beta-arrestin-2: -23.9%; GPR55 antagonists: 6.6%; NTR1 agonist cell count 20 µM: 85

How did CCc1ccc2nc(N(CCCN(C)C)C(=O)c3ccc(S(=O)(=O)N4CCCc5ccccc54)cc3)sc2c1 do in these assays?
NTR1 agonist: 27.4; GPR35 arrestin U2OS: -9.6%; NOD1 NF-kB reporter: -17.4%; KOR beta-arrestin-1: 0.3%; K1F lysis inhibition: -1.7%[50 µM]; GPR55 activation: 0.8%; Rac1 GTP hydrolysis: 4.8%; KOR beta-arrestin-2: -24.6%; GPR55 antagonists: 14.5%; NTR1 agonist cell count 20 µM: 59

How did CC(C)=CC(=O)Nc1nnc(-c2ccccc2)s1 do in these assays?
NTR1 agonist: 0.5; GPR35 arrestin U2OS: 19.2%; NOD1 NF-kB reporter: -34.6%; KOR beta-arrestin-1: -1.4%; K1F lysis inhibition: 0.1%; GPR55 activation: 0.5%; Rac1 GTP hydrolysis: 2.5%; KOR beta-arrestin-2: -11.0%; GPR55 antagonists: -5.3%; NTR1 agonist cell count 20 µM: 58

What do the screens show for `CCc1ccc(NC(=O)c2cc(C(C)C)on2)cc1`?
NTR1 agonist: 4.0; GPR35 arrestin U2OS: 12.3%; NOD1 NF-kB reporter: 16.8%; KOR beta-arrestin-1: 3.6%; K1F lysis inhibition: 7.1%; GPR55 activation: 0.0%; Rac1 GTP hydrolysis: -1.5%; KOR beta-arrestin-2: -43.7%; GPR55 antagonists: 9.4%; NTR1 agonist cell count 20 µM: 80

What do the screens show for `CC12CC3CC(C)(C1)CC(C(=O)N1CCCC1)(C3)C2`?
NTR1 agonist: 0.0; GPR35 arrestin U2OS: 14.9%; NOD1 NF-kB reporter: -2.3%; KOR beta-arrestin-1: -7.5%; K1F lysis inhibition: 0.2%; GPR55 activation: -0.3%; Rac1 GTP hydrolysis: -5.0%; KOR beta-arrestin-2: -22.5%; GPR55 antagonists: 8.8%; NTR1 agonist cell count 20 µM: 47

How did COc1ccccc1Nc1nc(C)cc(=O)[nH]1 do in these assays?
NTR1 agonist: -1.4; GPR35 arrestin U2OS: 7.7%; NOD1 NF-kB reporter: -20.3%; KOR beta-arrestin-1: 1.8%; K1F lysis inhibition: 0.1%; GPR55 activation: -0.1%; Rac1 GTP hydrolysis: 12.5%; KOR beta-arrestin-2: 21.9%; GPR55 antagonists: -10.8%; NTR1 agonist cell count 20 µM: 36

What do the screens show for `Cc1nc(SCc2ccc(O)c([N+](=O)[O-])c2)n[nH]1`?
NTR1 agonist: -0.4; GPR35 arrestin U2OS: -3.4%; NOD1 NF-kB reporter: -27.5%; KOR beta-arrestin-1: 6.0%; K1F lysis inhibition: -2.6%; GPR55 activation: -0.3%; Rac1 GTP hydrolysis: 3.4%; KOR beta-arrestin-2: -12.6%; GPR55 antagonists: 2.6%; NTR1 agonist cell count 20 µM: 52

Results for O=C(/C=C/c1ccccc1)Nc1nc(-c2ccncc2)cs1 ?
NTR1 agonist: 0.2; GPR35 arrestin U2OS: -4.9%; NOD1 NF-kB reporter: -18.4%; KOR beta-arrestin-1: 1.4%; K1F lysis inhibition: 0.3%; GPR55 activation: 0.4%; Rac1 GTP hydrolysis: -0.2%; KOR beta-arrestin-2: -35.0%; GPR55 antagonists: -4.0%; NTR1 agonist cell count 20 µM: 68

What do the screens show for `O=C(CCc1ccccc1)NNC(=O)c1cccc(F)c1`?
NTR1 agonist: 0.2; GPR35 arrestin U2OS: -1.0%; NOD1 NF-kB reporter: -1.2%; KOR beta-arrestin-1: 1.3%; K1F lysis inhibition: 0.1%; GPR55 activation: -0.1%; Rac1 GTP hydrolysis: 7.1%; KOR beta-arrestin-2: -40.9%; GPR55 antagonists: 11.4%; NTR1 agonist cell count 20 µM: 70

What do the screens show for `COC(=O)C1CCN(C(=O)/C=C/c2ccc(OC)cc2)CC1`?
NTR1 agonist: -1.9; GPR35 arrestin U2OS: 13.5%; NOD1 NF-kB reporter: -20.2%; KOR beta-arrestin-1: -0.2%; K1F lysis inhibition: 2.6%; GPR55 activation: -0.1%; Rac1 GTP hydrolysis: 14.1%; KOR beta-arrestin-2: -29.0%; GPR55 antagonists: -5.0%; NTR1 agonist cell count 20 µM: 43

Results for CCOP(=O)(Nc1ccc2oc(=O)c3ccccc3c2c1)OCC ?
NTR1 agonist: 0.8; GPR35 arrestin U2OS: 18.5%; NOD1 NF-kB reporter: -9.6%; KOR beta-arrestin-1: -0.5%; K1F lysis inhibition: 0.2%; GPR55 activation: 0.2%; Rac1 GTP hydrolysis: 2.4%; KOR beta-arrestin-2: 24.3%; GPR55 antagonists: 8.3%; NTR1 agonist cell count 20 µM: 70

What do the screens show for `CCN(CC)c1ccc2cc(C#N)c(=O)oc2c1`?
NTR1 agonist: -1.2; GPR35 arrestin U2OS: 5.9%; NOD1 NF-kB reporter: -16.1%; GPR55 activation: 0.3%; KOR beta-arrestin-2: -37.0%[20 µM]; GPR55 antagonists: 16.5%; NTR1 agonist cell count 20 µM: 45

How did Cc1ccc(-c2nc(S(=O)(=O)c3ccc(C)cc3)c(SCC(=O)NCC3CCCO3)o2)cc1 (stereo not given) do in these assays?
NTR1 agonist: 0.2; GPR35 arrestin U2OS: 2.8%; NOD1 NF-kB reporter: -2.3%; KOR beta-arrestin-1: -2.9%; K1F lysis inhibition: 0.3%; GPR55 activation: -0.1%; Rac1 GTP hydrolysis: 6.3%; KOR beta-arrestin-2: -5.6%; GPR55 antagonists: -7.3%; NTR1 agonist cell count 20 µM: 62

How did Cc1ccc(C(O)Cn2cc([N+](=O)[O-])nc2C)cc1 (stereo not given) do in these assays?
NTR1 agonist: 0.6; GPR35 arrestin U2OS: -11.4%; NOD1 NF-kB reporter: -11.5%; KOR beta-arrestin-1: 1.4%; K1F lysis inhibition: -2.1%; GPR55 activation: -0.2%; Rac1 GTP hydrolysis: 1.6%; KOR beta-arrestin-2: 30.5%; GPR55 antagonists: -12.5%; NTR1 agonist cell count 20 µM: 58
